NTR1 agonist = agonists of NTR1, primary screen, imaging, U2OS cells, beta-arrestin-GFP, high content (AID 493036); 0.17% of 330,000 active; NTR1-U2OS beta-arrestin-GFP spot imaging, agonist mode; activation, % at 20 µM;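 active = activation at or above 40% of the spot to cytoplasm intensity ratio, with at least 20 cells analyzed; inconclusive = wells under 20 cells, flagged as cytotoxic or low count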;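 note: 0% = DMSO without peptide and 100% = 100 nM NTR1 peptide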
Target sequence (P30989 whole entry, looked up): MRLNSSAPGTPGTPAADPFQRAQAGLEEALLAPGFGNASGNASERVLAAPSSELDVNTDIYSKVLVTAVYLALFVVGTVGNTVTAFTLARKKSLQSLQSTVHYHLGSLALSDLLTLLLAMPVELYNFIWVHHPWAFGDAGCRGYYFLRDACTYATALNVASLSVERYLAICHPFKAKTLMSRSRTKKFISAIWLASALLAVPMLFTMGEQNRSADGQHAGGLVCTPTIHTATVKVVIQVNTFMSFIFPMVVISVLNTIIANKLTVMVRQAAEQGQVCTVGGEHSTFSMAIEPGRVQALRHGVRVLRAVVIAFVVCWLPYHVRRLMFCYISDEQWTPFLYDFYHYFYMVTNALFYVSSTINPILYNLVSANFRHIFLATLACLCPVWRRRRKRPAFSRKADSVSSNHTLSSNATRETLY
T cell HTS = T cell immune modulation candidate. 2C CD8+ T cell-vesicle binding, flow cytometry; active compounds read low. calls only at 7 µM. 0.068% of 330,000 active;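 active = response, share of CD8 T cells binding vesicles, and their 90th percentile fluorescence all below set limits, cut at about 80% in these data, passing the limit was not always enough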
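Benchmarks: naked versus QL9-loaded vesicles / Assay system: purified 2C TCR transgenic mouse naive CD8+ T cells / Technique: high-throughput flow cytometry with anti-B7-1 and anti-CD8 staining / Timing: Cell–vesicle co-incubation 1.5 h at 37 °C, staining 20 min on ice / Read-out: percent CD8+ FL2 mean versus row control / Probe or stimulus: QL9-loaded Drosophila micro-vesicles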
West Nile antiviral = West Nile virus antiviral activity, cell-based, CPE readout (AID 1621); West Nile virus-infected cells, CPE inhibition; higher % means a stronger effect; one-dose CPE inhibition, % at 10 µM; IC50 in µM for titrated hits; 0.02% of 290,000 active; in the data active = a potency from the dose series; inconclusive = CPE inhibition mostly from about 3.7% at the one dose, without a potency; inactive = the rest, 99 in 100 with CPE inhibition below about 2.2%; note: strong numbers were not always called active
SV40 large T antigen = TAg ATPase/helicase activity blockers – biochemical (AID 1903); one-dose inhibition, % at 20 µM; IC50 in µM for titrated hits; SV40 large T antigen ATPase/helicase inhibition assay; higher % means a stronger effect; 0.39% of 310,000 active; in the data active = a potency from the dose series; inconclusive = inhibition mostly from about 32% at the one dose, without a potency; inactive = the rest, 99 in 100 with inhibition below about 32%; note: strong numbers were not always called active
Rac1 GTP hydrolysis = MgcRacGAP GTPase-activating activity inhibitors, confirmation, biochemical, ADP Hunter fluorescence; 0.6% of 340,000 active; AID 624330; inhibition, % at 30 µM; hits with a dose series show IC50 in µM; MgcRacGAP-stimulated Rac1 GTP hydrolysis, ADP Hunter fluorescence; higher % means a stronger effect; GST-tagged Rac1 F28L mutant substrate;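 active = first-screen hits whose inhibition reached a set limit at any dose in the follow-up dose series; inconclusive = inhibition above the set first-screen limit but never retested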;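 note: fluorescence reports GDP produced by GAP-driven GTP hydrolysis; strong numbers were not always called active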
PhoP inhibition = inhibitors of PhoP regulon expression, primary screen, Salmonella Typhimurium, GFP reporter (AID 1863). S. Typhimurium PhoP-regulated promoter GFP reporter, 4 h; higher % means a stronger effect. one-dose inhibition, % at 50 µM; IC50 in µM for titrated hits. 0.16% of 300,000 active;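 active = inhibition over 29.93%, a cutoff 3 SD above the screen mean, later confirmed by dose response; inconclusive = inhibition over 29.93% but no dose response follow-up; inactive = inhibition at most 29.93% or unconfirmed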;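 note: 0% = low Mg2+ inducing control and 100% = high Mg2+ repressing control; strong numbers were not always called active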
NS5 inhibitors = flavivirus cap methylation enzyme inhibition – biochemical, confirmation dose response, primary screen (AID 588689). Dengue-2 NS5 methyltransferase capping enzyme assay, biochemical; higher % means a stronger effect. 0.3% of 340,000 active. inhibition, % at 25 µM, or IC50 in µM where a hit was titrated; in the data active = a potency from the dose series; inconclusive = inhibition above about 29% without an active follow-up result
RSV CPE inhibition = RSV antiviral activity via CPE protection, HEp-2 cells, primary 10 µM value included (AID 2391) | HEp-2 cells, RSV-induced CPE inhibition; higher % means a stronger effect | CPE inhibition, % at 10 µM, or IC50 in µM where a hit was titrated | 0.13% of 310,000 active; in the data active = a potency from the dose series; inconclusive = CPE inhibition mostly from about 23% at the one dose, without a potency; inactive = the rest, 99 in 100 with CPE inhibition below about 21%; note: strong numbers were not always called active
UTI89 phage lysis = inhibition of K1F phage lysis, E. coli UTI89, bacterial capsule biogenesis inhibitors, alamar blue (AID 488966); E. coli UTI89 K1F phage lysis, alamar blue, 2 h; higher % means a stronger effect; inhibition, % at 100 µM, or IC50 in µM where a hit was titrated; 0.02% of 340,000 active;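 active = phage lysis inhibition, versus mean bacterial control, above a set limit; inconclusive = no clear call, values can overlap the other calls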;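 note: capsule biogenesis inhibitors block K1F phage lysis so surviving cells raise fluorescence; higher fluorescence means more inhibition of phage lysis; actives were called in the ten point dose series up to 300 µM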
T cell HTS vesicle-bound % = further read-out of T cell HTS, marked with its call; double positive events, %; measured here: CD8+ vesicle-bound cell fraction;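 binding gate set so that unloaded-vesicle control wells show 10% double positive cells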
NTR1 agonist cell count 20 µM = further read-out of NTR1 agonist, marked with its call; cell count; measured here: cell count, cytotoxicity flag
NS5 inhibitors pilot replicate = further read-out of NS5 inhibitors, marked with its call; inhibition, %; measured here: pilot screen replicate inhibition
Starred values were filed as active, the others as inactive; i = inactive; u = inconclusive; x = not tested or not shown; [ ] = remark or other dose.

The opening four records, to show the layout:
SMILES | NTR1 agonist | NTR1 agonist cell count 20 µM | T cell HTS | T cell HTS vesicle-bound % | West Nile antiviral | SV40 large T antigen | Rac1 GTP hydrolysis | PhoP inhibition | NS5 inhibitors | RSV CPE inhibition | UTI89 phage lysis | others
CCOc1ccc(C(=O)C(C)OC(=O)Cn2cnc3c2c(=O)n(C)c(=O)n3C)cc1 (centres undefined) | -1.7 | 48 | i | 40 | x | 15% | 4% | 1% | 2% | -1.8% | 0.6%[50 µM]
Cc1ccc(C2=NN(C(=O)CNCCO)C(c3cccs3)C2)cc1 (centres undefined) | 0.1 | 64 | i | 10 | 0.8% | 4% | 6% | -9% | 2% | 0.5% | 0.4%
O=C(CN1C(=O)C2C3CC(C(Br)C3Br)C2C1=O)Nc1ccc(C(=O)O)cc1 (centres undefined) | -0.7 | 67 | i | 58 | 0.5% | 4% | -2% | -7% | -2% | 2.5% | 2.5%[50 µM]
CCCOc1cccc(C(=O)NCCNC(=O)c2ccc(C)nc2)c1 | 0.8 | 61 | i | 17 | 0.0% | 6% | 5% | 7% | -2% | 1.1% | 1.6%

The list itself, repeating the preview:
SMILES | NTR1 agonist | NTR1 agonist cell count 20 µM | T cell HTS | T cell HTS vesicle-bound % | West Nile antiviral | SV40 large T antigen | Rac1 GTP hydrolysis | PhoP inhibition | NS5 inhibitors | RSV CPE inhibition | UTI89 phage lysis | others
CCOc1ccc(C(=O)C(C)OC(=O)Cn2cnc3c2c(=O)n(C)c(=O)n3C)cc1 (centres undefined) | -1.7 | 48 | i | 40 | x | 15% | 4% | 1% | 2% | -1.8% | 0.6%[50 µM]
Cc1ccc(C2=NN(C(=O)CNCCO)C(c3cccs3)C2)cc1 (centres undefined) | 0.1 | 64 | i | 10 | 0.8% | 4% | 6% | -9% | 2% | 0.5% | 0.4%
O=C(CN1C(=O)C2C3CC(C(Br)C3Br)C2C1=O)Nc1ccc(C(=O)O)cc1 (centres undefined) | -0.7 | 67 | i | 58 | 0.5% | 4% | -2% | -7% | -2% | 2.5% | 2.5%[50 µM]
CCCOc1cccc(C(=O)NCCNC(=O)c2ccc(C)nc2)c1 | 0.8 | 61 | i | 17 | 0.0% | 6% | 5% | 7% | -2% | 1.1% | 1.6%
Cc1ccc(C)c(S(=O)(=O)NCCCc2ccccc2)c1 | -0.1 | 46 | i | 29 | -0.7% | 12% | 8% | -5% | -2% | 4.1% | -0.3%
C/C(=N/OC(=O)c1ccc(C)cc1)C(=O)c1ccc(Br)cc1 | 0.5 | 59 | i | 43 | 0.3% | 6% | 7% | -3% | -5% | x | 1.3%
COc1ccc(NC(=O)/C(N=Nc2ccc(Cl)c(S(=O)(=O)Nc3ccc(Cl)cc3)c2)=C(\C)O)cc1 | 1.3 | 58 | i | 50 | x | x | 2% | x | -3% | x | -0.8%
CCCOc1ccc(NC(=O)CC2C(=O)N(c3ccc(OCC)cc3)C(=S)N2C2CC2)cc1 (centres undefined) | 4.8 | 78 | i | 14 | -1.2% | 7% | 5% | 0% | -4% | 2.7% | 0.5%[50 µM]
COc1ccccc1NC(=O)C1=C(C)NC(=O)NC1c1ccco1 (centres undefined) | 2.2 | 47 | i | 41 | 0.1% | 10% | 6% | -12% | -1% | 2.7% | 1.0%
CC(=O)c1c(C)[nH]c(C(=O)Nc2ccc(S(=O)(=O)N(C)C)cc2)c1C | 2.7 | 48 | i | 14 | -0.1% | 8% | 14% | -7% | -10% | 2.6% | 0.4%[50 µM]
COc1ccc(CCNC(=O)C2CCCN2S(=O)(=O)c2cccc3nsnc23)cc1OC (centres undefined) | -0.9 | 68 | i | 32 | 0.1% | 2% | 8% | 1% | 4% | 1.7% | 0.4%
O=C(CC1COc2ccccc2O1)NCCc1ccccc1 (centres undefined) | -0.6 | 36 | i | 56 | 0.3% | 3% | 9% | -2% | 2% | 0.7% | -0.1%
CC(C)OCc1ccc(C(=O)N2CCN(CC(=O)N3CCCC3)CC2)cc1 | 0.4 | 61 | i | 7 | x | x | 5% | x | -8% | x | 0.2%[50 µM]
O=C(CN1C(=O)c2ccccc2C1=O)c1ccc(F)cc1 | -1.3 | 56 | i | 22 | 0.3% | 18% | x | -10% | -6% | 0.3% | 0.0%
CSc1ccc(N2C(=O)NC3(CCCCC3)C2=O)cc1 | 4.4 | 62 | i | 54 | -0.1% | 5% | 2% | 6% | -4% | 1.1% | 0.2%
CCCCOc1ccc(C(=O)N2CCCCCC2)cc1 | -0.8 | 51 | i | 6 | -0.3% | 7% | 8% | -18% | -1% | 1.5% | 0.7%
Cc1ccc(/C=N/NC(=O)C2=NNC(c3ccccc3)(c3ccccc3)C2)c(O)c1 | 0.4 | 62 | i | 58 | -0.2% | 11% | 16% | 0% | -9% | 2.1% | -0.1%
Cn1c(CSCc2ccc(Cl)cc2Cl)n[nH]c1=S | 0.4 | 29 | i | 40 | -0.3% | 13% | 4% | -3% | 0% | 0.6% | 0.9%
CSc1nc(-c2ccccc2)nn1C(=O)c1ccc(Cl)cc1 | 1.5 | 62 | i | 16 | 0.0% | 3% | 4% | -6% | -8% | 0.1% | 1.5%
Cc1cc(NS(=O)(=O)c2ccc(NC(=S)NC(=O)c3cccnc3)cc2)no1 | 1.3 | 42 | i | 52 | 0.8% | 2% | -6% | 1% | 5% | -0.1% | 2.0%
Cc1nn(C)c(C)c1CS(=O)(=O)c1ccccc1 | 1.0 | 43 | i | 52 | 0.1% | 5% | 2% | 5% | 2% | 1.4% | -2.3%
CC(C)N(C(=S)Nc1cccnc1)c1ccccc1 | -0.6 | 60 | i | 46 | 0.4% | 13% | 3% | 2% | -13% | 1.4% | 0.2%[50 µM]
CC(=O)c1cccc(NC(=O)NC2CC3CCCC(C2)N3CC(C)C)c1 (centres undefined) | -2.0 | 92 | i | 43 | 0.2% | 6% | 3% | 2% | 4% | 0.8% | 0.5%
O=C(C1=C(O)C(=O)N(Cc2ccco2)C1c1cccc(Cl)c1)c1ccco1 (centres undefined) | 1.3 | 60 | i | 36 | 0.5% | 13% | 8% | 1% | 2% | 2.9% | 0.0%
CCOc1ccc(OCc2ccc(C(=O)Nc3cccc(C)n3)o2)cc1 | 1.5 | 43 | i | 29 | -0.4% | 13% | 7% | -9% | -6% | u | -0.3%
CC(C)Oc1c(Br)cc(Br)cc1/C=N/NC(N)=S | 67* | 60* | i | 40 | -1.4% | 7% | 14% | -1% | -1% | 9.4% | 0.5%
O=C(NCc1cccnc1)C(=O)NCC1OCCCN1S(=O)(=O)c1ccc(Cl)cc1 (centres undefined) | 2.2 | 72 | i | 60 | 0.0% | 21% | 2% | 3% | 1% | 0.4% | 0.2%
O=C(Nc1ccc2c(c1)CCC2)c1cc2ccccc2o1 | 0.7 | 61 | i | 35 | x | -1% | 7% | 2% | -4% | u | 1.4%
CCc1cc2c3c(c(=O)oc2cc1O)CCCC3 | 4.2 | 57 | i | 32 | -0.3% | 4% | 19% | -3% | -3% | 2.0% | 1.5%
COc1ccccc1Nc1nc2c(s1)CCC2 | -0.7 | 56 | i | 34 | 1.0% | 24% | 2% | 4% | -5% | 0.8% | -1.0%[50 µM]
COc1ccc(NC(=O)c2cc(-c3cc(Cl)ccc3O)n[nH]2)c(OC)c1 | 5.4 | 79 | i | 53 | -0.8% | 10% | 10% | 12% | -1% | 3.2% | 0.2%
CN(C(=O)/C=C/c1ccco1)c1ccccc1C(=O)O | -0.1 | 57 | i | 48 | -0.1% | 19% | 10% | 0% | 16% | -0.2% | 1.1%[50 µM]
O=C(COC(=O)c1ccco1)Nc1ccccc1 | -1.3 | 39 | i | 55 | 0.1% | 10% | 14% | -4% | -4% | 5.7% | 3.0%
O=C(CN1CCN(S(=O)(=O)N2CCOCC2)CC1)Nc1ccc(Cl)c(Cl)c1 | -0.5 | 35 | i | 20 | -0.8% | 9% | 4% | -2% | -9% | 5.0% | 0.0%
CCC1=NN2C(=N)/C(=C\c3cccn3-c3ccc(OC)cc3)C(=O)N=C2S1 | 4.3 | 71 | i | 51 | 0.0% | -1% | 11% | -3% | 2% | 5.7% | i
CCN(C(=O)Cn1c(=O)n2nc(CCn3nc(C)cc3C)nc2c2ccccc21)c1cccc(C)c1 | 0.4 | 85 | i | 58 | 0.9% | 2% | -1% | -6% | -4% | 2.9% | 10%
COc1ccc2cc(C(=O)C3CCCN(C(=O)c4cc(=O)n(C)c(=O)n4C)C3)ccc2c1 (centres undefined) | 0.4 | 57 | i | 42 | -1.2% | 28% | 3% | -4% | -3% | -0.1% | -1.8%
COc1ccc2[nH]c3c(c2c1)CCN1C(=O)C(CC(=O)NCCCn2ccnc2)C[C@H](C(=O)N2CCCCC2)[C@@]31C (some centres undefined) | 0.8 | 58 | x | x | x | x | 7% | x | -4% | x | 0.3% | NS5 inhibitors pilot replicate=-7.9
CN(C)S(=O)(=O)c1cccc(NC(=O)/C=C/c2ccc(S(=O)(=O)N3CCOCC3)cc2)c1 | 4.4 | 45 | i | 22 | x | x | 4% | x | -1% | 2.9% | 0.5%[50 µM]
CCc1ccc(OCCCC(=O)Nc2ccc(N3CCCCC3)cc2)cc1 | 1.1 | 59 | i | 5 | -0.2% | 13% | 5% | 21% | -2% | -1.1% | 4.7%
COc1ccc(C(=O)N(C)C2(C)CCS(=O)(=O)C2)cc1OC (centres undefined) | 0.1 | 61 | i | 21 | x | 10% | 6% | -4% | -7% | -0.5% | 3.2%[50 µM]
COc1ccccc1NC(=O)CSc1nnnn1-c1ccc2c(c1)OCO2 | 5.8 | 73 | i | 48 | -0.6% | 13% | 3% | 20% | -4% | 1.3% | -0.7%
CCC(=O)Nc1c(-c2cccs2)c(=O)c2ccccc2n1C | 0.2 | 84 | i | 31 | 0.3% | 4% | 6% | -9% | -9% | 1.2% | 0.7%
CCCCn1c(N)c(N(Cc2ccccc2OC)C(=O)CCC(C)C)c(=O)[nH]c1=O | 1.3 | 45 | i | 68 | -0.1% | 7% | 1% | -5% | 4% | 0.1% | 0.8%[50 µM]

Assay outcomes: PubChem BioAssay, several laboratories
